Screening data as filed in PubChem BioAssay.
mIAP activ: activators of mouse IAP, primary screen, biochemical, luminescence, uHTS. AID 2805, 2010. 330,000 compounds, 0.24% hits. muIAP, CDP-Star luminescence, 30 min; hits give high values; 1 = vehicle-only enzyme signal, 0 = enzyme-free wells. activation factor at 10 µM. intestinal alkaline phosphatase [Mus musculus];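 active = activation factor of at least 2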; note: the source names both 10 and 20 µM as test concentration; values of inactives mirror those of a sister screen read the other way
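Assay system: mouse IAP enzyme / Compound: DMSO-dissolved test compounds / Timing: 30 min, room temperature / Measured by: luminescence from enzymatic CDP-Star hydrolysis / Control set: DMSO-only wells, enzyme-free buffer wells as negative control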
A3A deaminase: APOBEC3A ssDNA deaminase inhibitors, primary screen, selectivity assay for APOBEC3G inhibitor project, biochemical, FAM/TAMRA oligo cleavage fluorescence | inhibition, % at 20 µM | 330,000 compounds, 0.41% hits | DNA dC->dU-editing enzyme APOBEC-3A (Homo sapiens), P31941 | AID 493011, 2011 | recombinant A3A, FAM/TAMRA ssDNA deamination fluorescence;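 active = at least 40% inhibition at 20 µM here, with at most 30% in a related deaminase screen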;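 note: plate controls were A3A with DMSO for no effect and wells lacking A3A enzyme for full effect; some results filed as inactive read as strong as hits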
Target sequence (P31941 whole entry, looked up): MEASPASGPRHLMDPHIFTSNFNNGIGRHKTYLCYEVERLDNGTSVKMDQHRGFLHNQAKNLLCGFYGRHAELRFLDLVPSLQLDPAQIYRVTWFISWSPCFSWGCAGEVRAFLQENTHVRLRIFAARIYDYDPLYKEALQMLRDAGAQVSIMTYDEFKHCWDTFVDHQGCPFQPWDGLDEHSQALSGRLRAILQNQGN
MIN6 prolif: inducers of MIN6 beta-cell proliferation, primary screen, ATP luminescence, uHTS. AID 2380, 2010. 330,000 compounds, 0.29% hits. proliferation, % at 10 µM. MIN6 cells proliferation, ATPlite luminescence, 48 h; cells starved in 0.2% serum; 100% = growth in 10% serum;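 active = compounds whose signal lies at least 3.5 SD above the mean of all wells on their plate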;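 note: 0% = DMSO-treated cells in low-serum medium and 100% = 10% serum control; some compounds called inactive have numbers as strong as hits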
A3G deaminase: APOBEC3G DNA deaminase inhibitors, primary screen, biochemical, fluorescence, single-stranded DNA substrate, uHTS; DNA dC->dU-editing enzyme APOBEC-3G (Homo sapiens), Q9HC16; recombinant A3G, ssDNA deamination FAM/TAMRA fluorescence; inhibition, % at 20 µM; 330,000 compounds, 0.28% hits;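 active = inhibition of at least 40% at 20 µM, with no more than 30% in the related APOBEC3A deaminase screen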;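 note: plate controls were DMSO wells with A3G for no effect and wells lacking A3G enzyme for full effect; some compounds called inactive have numbers as strong as hits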
Target sequence (Q9HC16 whole entry, looked up): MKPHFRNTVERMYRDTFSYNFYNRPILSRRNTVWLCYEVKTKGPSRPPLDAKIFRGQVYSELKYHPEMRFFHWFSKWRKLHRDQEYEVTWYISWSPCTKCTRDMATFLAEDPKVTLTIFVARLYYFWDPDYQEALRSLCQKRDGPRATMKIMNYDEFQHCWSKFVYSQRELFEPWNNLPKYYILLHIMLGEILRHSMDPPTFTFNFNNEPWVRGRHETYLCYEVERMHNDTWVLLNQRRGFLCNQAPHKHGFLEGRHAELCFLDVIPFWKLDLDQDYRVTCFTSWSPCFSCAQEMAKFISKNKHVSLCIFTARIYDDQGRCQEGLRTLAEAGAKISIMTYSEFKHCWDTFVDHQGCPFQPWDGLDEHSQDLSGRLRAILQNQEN
SENP1 inh: human SENP1 catalytic domain inhibitors, primary screen, biochemical, FRET, uHTS. recombinant SENP1 catalytic domain, CyPet-SUMO1-YPet FRET cleavage. inhibition, % at 10 µM. 360,000 compounds, 0.21% hits. AID 624204, 2012;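 active = inhibition at least 30% at 10 µM, raw YFP signal under a set limit, fluorescence ratio 0.5 to 1.5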;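 note: 0% = enzyme with DMSO and 100% = no enzyme wells; some results filed as inactive read as strong as hits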
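Compound: 10 µM single point, 0.5% DMSO; Test system: hSENP1 catalytic domain, recombinant; Timing: 50 min reaction at room temperature; Technique: FRET, CFP and YFP emission; Control set: no-enzyme wells low, DMSO-plus-enzyme wells high control.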
hIAP act: human IAP activators, primary screen, biochemical, luminescence, uHTS; 330,000 compounds, 0.16% hits; purified human IAP, CDP-Star luminescence, 30 min; hits give high values; 1 = vehicle-only enzyme, 0 = enzyme-free background; activation factor at 10 µM; Intestinal-type alkaline phosphatase (Homo sapiens), P09923;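 active = activation factor of the enzyme at least 2-fold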; note: the source names both 10 and 20 µM as test concentration; values of inactives mirror those of a sister screen read the other way
Target sequence (P09923 whole entry, looked up): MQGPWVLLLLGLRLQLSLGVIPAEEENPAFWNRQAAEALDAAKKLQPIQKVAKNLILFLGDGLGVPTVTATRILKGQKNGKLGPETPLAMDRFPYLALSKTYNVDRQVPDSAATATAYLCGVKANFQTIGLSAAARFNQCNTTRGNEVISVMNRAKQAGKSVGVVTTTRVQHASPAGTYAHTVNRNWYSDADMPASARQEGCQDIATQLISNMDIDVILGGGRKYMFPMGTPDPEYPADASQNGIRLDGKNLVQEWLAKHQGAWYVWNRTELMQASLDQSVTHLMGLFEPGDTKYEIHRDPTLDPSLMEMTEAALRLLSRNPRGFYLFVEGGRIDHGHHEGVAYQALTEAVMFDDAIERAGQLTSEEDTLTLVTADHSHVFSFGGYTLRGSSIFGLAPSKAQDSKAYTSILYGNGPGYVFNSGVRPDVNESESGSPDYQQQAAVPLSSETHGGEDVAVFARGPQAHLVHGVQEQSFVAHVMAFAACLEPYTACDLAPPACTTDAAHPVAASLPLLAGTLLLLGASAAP
hIAP inh: human IAP inhibitors, primary screen, biochemical, luminescence, uHTS; inhibition, % at 10 µM; Intestinal-type alkaline phosphatase (Homo sapiens), P09923; AID 2544, 2010; 330,000 compounds, 0.12% hits; purified IAP, CDP-Star luminescence, 30 min;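 active = inhibition reaching a set limit with compound at 10 µM in the primary screen, cut at about 35% in these data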;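 note: plate controls were DMSO wells with enzyme for no effect and no-enzyme buffer wells for full effect; values of inactives mirror those of a sister screen read the other way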
mIAP inh: inhibitors of mouse IAP, primary screen, biochemical, luminescence, uHTS; purified mouse IAP, CDP-Star luminescence, 30 min; 330,000 compounds, 0.2% hits; AID 2806, 2010; intestinal alkaline phosphatase [Mus musculus]; inhibition, % at 10 µM;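 active = inhibition of at least 40% at 10 µM in the primary screen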;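 note: plate controls were DMSO with enzyme for no effect and no enzyme wells for full effect; values of inactives mirror those of a sister screen read the other way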
NALP3 yeast inh: NALP3 inflammasome inhibitors in reconstituted yeast, primary screen, luminescence, uHTS; Yeast reconstituted NLRP3/ASC/caspase-1, beta-gal luminescence, 24 h; inhibition, % at 10 µM; 330,000 compounds, 0.39% hits;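 active = inhibition of 50% or more; inactive = inhibition below 50%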;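 note: plate controls were induced DMSO wells for no effect and uninduced yeast grown without galactose for full effect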
* hit, by the source's call; · = no result given.

SMILES	mIAP activ	A3A deaminase	MIN6 prolif	A3G deaminase	SENP1 inh	hIAP act	hIAP inh	mIAP inh	NALP3 yeast inh
Cc1ccnc(N2C(=O)c3ccccc3C2Nc2ccc3c(c2)OCCO3)c1 (configuration not stated)	1	-2	1	-1	0	0.81	19	0	-5
COc1ccc(CCNC(=O)COc2ccc(-c3ccc(C)cc3)cc2)cc1OC	1.3	-3	-2	-6	2	0.81	20	-34	18
CCc1ccccc1NC(=O)Nc1cccs1	1.1	-6	-1	-4	-2	1.2	-24	-10	17
CCSc1nnc(NC(=O)CSc2nc(C)cc(C)n2)s1	0.96	-1	0	-4	4	0.91	9	4	15
O=C(CCC1CCCC1)Nc1ccccc1-c1ccccc1	0.99	0	0	11	0	0.95	5	1	15
O=C(c1cc(-c2ccncc2)nc2ccccc12)N1CCOCC1	1	-2	1	-9	0	1.1	-6	-3	11
Cc1ccc(/C=N/NC(=O)Cc2cccs2)o1	0.89	-1	2	-3	2	1.1	-11	11	0
Cc1cc(=O)oc2cc(OC(C)C(=O)N3CCCc4ccccc43)ccc12 (configuration not stated)	0.94	-4	-3	-8	1	0.87	13	6	14
c1ccc(Cc2noc(CN3CCCN(C4Cc5ccccc5C4)CC3)n2)cc1	0.92	-1	1	-3	-9	1	-1	8	21
Cc1ccc2nc(-c3ccccn3)cc(C(=O)N3CCN(c4ncccn4)CC3)c2c1	1.1	0	5	-5	0	1.1	-6	-5	23
O=C(COC(=O)c1cnccn1)Nc1cc(S(=O)(=O)N2CCOCC2)ccc1Cl	1.1	1	-1	8	-6	1.2	-15	-8	12
CCOC(=O)c1cc2oc(C)cc2n1CC(=O)OC1CCCCC1	0.97	-6	-1	-10	-3	1.1	-5	3	25
CCOc1ccc(NC(=O)CN(C)C(=O)C2CCN(C(=O)c3ccc(Cl)cc3)CC2)cc1OCC	0.94	-1	-2	-9	0	1.1	-12	6	1
CC(C(=O)NC(=O)NC1CCCCC1)N1CCN(c2ccccn2)CC1 (configuration not stated)	0.9	1	1	-3	-4	0.94	6	10	17
COc1ccc(OCCOC(=O)CNC(=O)c2cccc(C)c2)cc1	1	2	-2	-8	1	1.1	-13	-1	25
Cc1ccnc(NC(=O)c2ccc(NC(=O)CC3SC(N4CCCC4)=NC3=O)cc2)c1 (configuration not stated)	1	-5	0	-12	-2	1	-1	-1	-4
O=C(C1CCCCC1)N1CCC(CO)(Cc2ccccc2Cl)CC1	1	-2	-2	-6	1	0.95	5	-2	26
CCOC(=O)Cn1nc(NC(=O)c2ccc3c(c2)OCO3)cc1C	0.97	7	-2	0	1	1.1	-6	3	15
O=C(COC(=O)/C=C/C(=O)N1CCN(c2ccccc2)CC1)NCc1ccc(F)cc1	1	-4	-3	-3	3	0.99	1	-3	3
CCC(C)Sc1nnc(CNC(=O)C23CC4CC(CC(C4)C2)C3)n1C1CCCCC1 (configuration not stated)	1.2	2	-7	-11	1	1.2	-17	-20	9
O=C(CSc1nc2ccc([N+](=O)[O-])cc2[nH]1)c1ccc2ccccc2c1	0.98	4	-6	4	4	1	-2	2	20
O=C(NC(=S)NNC(=O)c1ccccc1O)c1ccc([N+](=O)[O-])cc1	0.7	-5	-1	-6	-1	1.7	-74	30	24
Cc1nc2nc(C)c(CCC(=O)O)c(C)n2n1	1	2	-3	-1	0	0.99	1	-4	11
O=C(CSc1cn[nH]n1)Nc1ccccc1F	1.1	2	-1	-9	0	0.96	4	-8	13
O=C(CCC1CCCN(Cc2ccc(O)c(Cl)c2)C1)NCc1ccccc1F (configuration not stated)	0.98	-5	2	-9	0	1	-3	2	14
CC(=O)Nc1cccc(N/C=C(\C=O)c2nc3ccccc3o2)c1	1.1	2	-1	-1	-32	1.4	-44	-10	12
COCCCNC(=S)N(CCCO)Cc1cc2cc3c(cc2[nH]c1=O)OCO3	1	-1	-2	48*	8	1.1	-11	-1	22
CC1(C)CC(=O)C=C(NCCc2c[nH]c3ccccc23)C1	1.1	-6	2	-6	1	1.1	-7	-12	6
CC(C)Cc1nnc(NC(=O)CCC(=O)Nc2ccccc2)s1	0.96	-3	0	-4	1	0.78	22	4	-6
O=C(CSc1nnc(CCc2ccccc2)n1-c1ccc(Cl)cc1)NCc1ccccc1	1	0	-1	-4	0	0.93	8	-4	14
COC(=O)C1=CN(CCCN2CCCC2=O)C=C(C(=O)OC)C1c1ccccc1C(F)(F)F	1.1	0	0	-9	7	1.3	-31	-8	16
O=C(NC(Cc1ccc2c(c1)OCO2)C(=O)N1CCCC1C(=O)O)c1ccccc1 (configuration not stated)	0.99	-8	-2	-6	2	1	-2	1	-10
COc1ccc(C(=O)Nc2ccc(N3CCOCC3)cc2)cc1OC	0.88	-2	3	-4	1	0.95	5	12	8
Cc1c(Cc2ccccc2)c(=O)oc2c(C)c(OCC(=O)N[C@@H](Cc3ccccc3)C(=O)O)ccc12	0.87	1	-4	1	-4	1.1	-8	13	6
CCOC(=O)CNC(=O)Cn1cnc2sc(C)c(S(=O)(=O)N3CCOCC3)c2c1=O	0.97	-2	2	-10	0	0.91	9	3	17
Cc1csc(NC(=O)c2ccc(=O)[nH]c2)n1	0.95	0	-5	-6	-5	0.94	6	5	-2
Cc1ccc2c(CNCc3ccccc3)cc(=O)oc2c1	0.98	0	0	-2	-12	0.96	4	2	32
CC1(c2ccc3c(c2)OCCO3)NC(=O)N(CC(=O)Nc2ccccc2)C1=O (configuration not stated)	1	-6	-1	-10	0	1	-2	-2	-10
O=C(CCNS(=O)(=O)c1ccc(Br)cc1)NCCc1ccccc1	1.1	0	-2	-2	2	1.2	-24	-10	6
CC(C(=O)O)N1C(=O)c2cccc3cccc1c23 (configuration not stated)	1	0	-1	1	-4	0.83	17	-2	7

3 compounds from above, sorted by the value under NALP3 yeast inh, highest first:
structure	mIAP activ	A3A deaminase	A3G deaminase	SENP1 inh	hIAP act	hIAP inh	mIAP inh	NALP3 yeast inh
CCOC(=O)CNC(=O)Cn1cnc2sc(C)c(S(=O)(=O)N3CCOCC3)c2c1=O	0.97	-2	-10	0	0.91	9	3	17
CC(=O)Nc1cccc(N/C=C(\C=O)c2nc3ccccc3o2)c1	1.1	2	-1	-32	1.4	-44	-10	12
Cc1csc(NC(=O)c2ccc(=O)[nH]c2)n1	0.95	0	-6	-5	0.94	6	5	-2

(more compounds)
SMILES	mIAP activ	A3A deaminase	MIN6 prolif	A3G deaminase	SENP1 inh	hIAP act	hIAP inh	mIAP inh	NALP3 yeast inh
CSc1nc(C)cc(NC(N)=O)n1	0.97	-2	-2	-6	-1	1	-2	3	18
O=C(Nc1cc(Cl)ccc1Oc1ccccc1)c1cnccn1	0.98	4	-1	-3	-1	1.1	-8	2	-5
COc1ccc(NC(C)=O)cc1NC(C)C(=O)Nc1ccccc1F (configuration not stated)	0.99	-2	3	-5	-6	0.96	4	1	1
COc1cccc(N2CCN(C3C4CC5CC(C4)CC3C5)CC2)c1 (configuration not stated)	1.1	2	-2	0	1	0.91	9	-7	18
CCOC(=O)C1C(C(=O)OC)=C(c2ccc(OC)cc2)c2ccccc2N1S(=O)(=O)C(F)(F)F (configuration not stated)	0.97	2	·	0	2	·	·	3	·
CCOc1ccc([C@@H]2CC=C(C(=O)O)CN2S(=O)(=O)c2ccc(C)cc2)cc1	0.96	-3	-4	-10	0	0.93	7	4	0
c1cncc(-c2nc(NCc3ccc4c(c3)OCO4)c3ccccc3n2)c1	1.1	-5	-5	-5	-3	1.1	-10	-6	5
CC(C)C(=O)Nc1ccc(NC(=O)c2ccc(COc3ccccc3)cc2)cc1	1	1	-4	1	0	1.3	-30	0	4
CC1CCCC(NC(=O)CCC(=O)NCc2ccccc2)C1C (configuration not stated)	1	1	-2	-1	1	1	-4	0	13
CCOC(=O)C1=C(O)/C(=C\c2cc(C)n(-c3ccccc3F)c2C)N=C1C	0.95	-3	0	-8	-53	0.92	8	5	15
CCc1ccccc1NC(=O)NCCN1CCCCC1	0.94	-1	1	-1	0	1.2	-22	6	0
CCc1ccc(NC(=O)C2C3CCC(O3)C2C(=O)O)cc1 (configuration not stated)	0.98	-3	-5	0	1	1.4	-43	2	0
COC(=O)C1=C(C(=O)OC)[C@@H]2N(C)c3ccc(OC)cc3[C@@]23C[C@@H](C(=O)OC)N(C(=O)c2ccco2)C3=N1	0.96	-1	2	-3	2	0.91	9	4	0
CCCSCC(=O)Nc1ncc2c(n1)-c1ccccc1CC2	0.99	8	-2	2	-72	1.1	-8	1	23
COc1ccccc1CN1C[C@@H]2C[C@@H](C3=Cc4cc(Cl)ccc4OC3)N3CCC[C@@]23C1=O	0.93	0	-5	0	-11	0.83	17	7	23
O=C(CN1CCN(C(=O)c2cncn2-c2ccc(F)cc2)CC1)Nc1ccccc1C(F)(F)F	0.98	-5	-4	-8	0	0.91	9	2	7
CCc1noc(C)c1C(=O)N1CCN(S(=O)(=O)c2ccccc2C(F)(F)F)CC1	1	-2	1	-10	5	0.92	8	-2	24
Cc1ccc(C)c(OCCC(=O)OCC(=O)NC2CCS(=O)(=O)C2)c1 (configuration not stated)	0.96	-4	2	-15	2	0.96	4	4	25
CCC(C)NCCCOc1ccc(C)cc1OC (configuration not stated)	0.96	-1	-3	-4	2	0.85	15	4	7
CNC(=S)N(CCc1c(C)[nH]c2ccc(C)cc12)Cc1ccc(OC)c(OC)c1	1.1	-3	-3	-13	-8	0.84	16	-5	15
COc1cc(OC)cc(-c2nc(-c3ccc(Br)cc3)no2)c1	0.85	-3	-4	-7	1	0.86	14	15	16
O=C(CCNS(=O)(=O)c1cccs1)Nc1nccs1	0.97	-5	-5	-4	1	1.2	-25	3	5
Cc1ccc(S(=O)(=O)N2[C@@H](c3cccc(C)c3)C(C(=O)O)=C[C@H]2CC2CCCC2)cc1	1	-6	-2	-8	0	1.1	-10	0	-13
O=C(CSCCc1ccccn1)Nc1ccc(Br)cn1	0.96	-5	-3	-6	2	0.91	9	4	12
COc1ccc(NC(=O)C2=CC(c3cccs3)=NS(=O)(=O)N2C)cc1	0.96	-3	-1	-7	3	0.86	14	4	7
COc1cccc(C2CC(=O)Nc3cc4c(cc32)OCCO4)c1OC(C)C (configuration not stated)	1	-3	-3	-6	1	0.88	12	-2	13
COc1ccc(N2Cc3cccc(C(=O)NC(C)CCc4ccco4)c3C2=O)cc1 (configuration not stated)	1	50	-2	44	4	1.2	-18	-2	5
CCC(/C=N/NC(=O)c1ccccc1F)CC	1.1	-4	-1	-6	0	1.2	-20	-8	7
COc1cccc(NC(=O)COc2cc(O)c3c(c2)OC(C)(C)CC3=O)c1	1.1	2	-5	3	2	1	-3	-14	15

This is a subset, so the mix of outcomes need not match the whole.
